# PI5P4K alpha inh = blocks human PI5P4K alpha kinase activity; AID 652105; PI5P4Kalpha enzyme, ADP-Glo luminescence, 60 min; hits give low values; 330,000 tested, 1.2% active; max response, %; active means max response of -50% or lower; inconclusive means between -30% and -50%; inactive means -30% or higher; further: value at the top dose of about 77 µM; on the % scale 0 is the no-effect control and ±100 the full control effect
# Target sequence (P48426 whole entry, looked up): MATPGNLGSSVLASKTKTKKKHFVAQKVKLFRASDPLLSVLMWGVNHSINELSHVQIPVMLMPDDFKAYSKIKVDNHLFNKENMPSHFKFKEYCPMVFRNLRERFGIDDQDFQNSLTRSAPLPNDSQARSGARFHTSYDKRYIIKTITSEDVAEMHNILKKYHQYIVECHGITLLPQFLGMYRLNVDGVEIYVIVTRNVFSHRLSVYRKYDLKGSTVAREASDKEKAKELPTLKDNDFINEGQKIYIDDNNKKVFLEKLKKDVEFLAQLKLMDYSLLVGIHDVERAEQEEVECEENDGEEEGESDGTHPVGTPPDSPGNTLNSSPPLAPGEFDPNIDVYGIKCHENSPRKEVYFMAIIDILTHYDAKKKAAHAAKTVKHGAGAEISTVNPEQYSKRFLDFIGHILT
#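 ADP-Glo luminescence end-point after a 60 min room-temperature kinase reaction. PI5P4Kalpha and substrate in HEPES pH 7.4 buffer with EGTA, 0.1% CHAPS and 5% DMSO; ATP at 5 microM final.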
# PTHR1 ag = agonists of human PTHR1 parathyroid hormone receptor; Q03431; HEK293 GP2 PTHR1 cells, GloSensor cAMP luminescence, 1 h; Potency, µM (titrated, usually from 115 µM), for inactives: at the highest dose activation, hits mostly activators; 410,000 tested, 0.075% active; AID 743266; further: potency means the concentration at half of the fitted maximal effect; nearly all actives have a fitted effect of over 55% in size; some results filed as inactive show a strong effect at the top dose; inactives centre near -15; many of its hits are not listed in these tables
#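 HEK-293-derived GP2 cells expressing PTHR1 and a GloSensor cAMP reporter, 3,000/well, plated overnight, given luciferin plus IBMX (each 0.5 mM as added) for 1 h at 37 °C, then compound for 1 h at 37 °C. Luminescence was read after 15 min at room temperature.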
# EPAC1 ag = EPAC1 (human) agonism; EPAC1 agonist qHTS, biochemical assay; response scale: 100% = response to 6.5 mM cAMP; Potency, µM (highest dose often 154 µM), inactives show at the top dose activation, usual class: activators; 360,000 tested, 0.073% active; AID 720707; further: potency means the concentration at half of the fitted maximal effect; nearly all actives have a fitted effect of over 60% in size
#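 Multi-concentration qHTS readout: loss of Rap1B-bound BODIPY-GDP fluorescence driven by 100 nM EPAC1 with excess GDP (50 uM), monitored kinetically at room temperature; agonist response expressed relative to 6.5 mM cAMP.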
# HEK293 tox = cytotoxicity counter-screen for GLP-1 receptor inverse agonists | 410,000 tested, 0.13% active | HEK293 cAMP-luciferase reporter cells, luminescence, 24 h | Potency, µM (titrated, usually from 38.3 µM), for the others: at the top dose activity change, negative = inhibition, hits mostly inhibitors;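 further: loss of luciferase light is scored as toxicity; potency means the concentration at half of the fitted maximal effect; on the % scale 0 is the no-effect control and ±100 the full control effect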
#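 1536-well qHTS counterscreen of the MLSMR; 200 cells/uL, 12 h pre-incubation, 23 nL cpd, 24 h at 37 deg C 5% CO2, luciferase detection reagent, 12 min RT, luminescence. Inhibition = undesired.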
# EPAC1 antag = blocks human EPAC1 exchange factor; O95398; EPAC1 GEF assay, Rap1b-BODIPY-GDP exchange fluorescence; Potency, µM (titrated, usually from 115 µM), without a hit: at the top dose activity change, negative = inhibition, actives largely listed as inhibitors; 360,000 tested, 0.14% active; AID 720709;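 further: potency means the concentration at half of the fitted maximal effect; plate controls were vehicle for no effect and positive control for full effect; nearly all actives have a fitted effect of over 50% in size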
# GLP-1R agonist = GLP-1 receptor (human) agonism | P43220 | HEK293 GLP-1R CRE-luciferase, luminescence, 4-6 h; cells express a hypersensitive GLP-1R form | Potency, µM (highest dose often 45.6 µM), inactives show top-dose activation, hits mostly activators | 380,000 tested, 0.007% active; further: potency means the concentration at half of the fitted maximal effect; % of control where 0% means no effect
# Target sequence (P43220 whole entry, looked up): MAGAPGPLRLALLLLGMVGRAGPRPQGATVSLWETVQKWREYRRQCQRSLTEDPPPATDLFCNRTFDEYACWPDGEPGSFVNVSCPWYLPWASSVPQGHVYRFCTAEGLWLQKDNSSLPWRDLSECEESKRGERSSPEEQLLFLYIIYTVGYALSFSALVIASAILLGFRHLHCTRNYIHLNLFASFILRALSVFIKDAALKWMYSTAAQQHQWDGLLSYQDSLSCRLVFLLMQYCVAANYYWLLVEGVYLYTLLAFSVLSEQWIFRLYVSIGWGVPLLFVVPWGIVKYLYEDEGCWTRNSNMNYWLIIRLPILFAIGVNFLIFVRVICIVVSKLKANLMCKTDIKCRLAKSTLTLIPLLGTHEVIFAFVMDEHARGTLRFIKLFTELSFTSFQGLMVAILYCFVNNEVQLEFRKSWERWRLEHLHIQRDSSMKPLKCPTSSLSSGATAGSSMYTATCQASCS
# GLP-1R inv ag = inverse agonists of human GLP-1 receptor; P43220; HEK293 GLP-1R CRE-luciferase, luminescence, 24 h; GLP-1R form is constitutively active; Potency, µM (top dose mostly 38.3 µM), inactives show top-dose activity change, negative = inhibition, most hits filed as inhibitors; 410,000 tested, 1.6% active; AID 624417; further: potency means the concentration at half of the fitted maximal effect; on the % scale 0 is the no-effect control and ±100 the full control effect; nearly all actives have a fitted effect of over 55% in size
#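 Inverse agonism was detected as reduced cAMP-driven luciferase luminescence after 24 h compound treatment. The cells were HEK293 clones expressing constitutively active human GLP-1R with the reporter. Reporter-only and GPR119 cell lines served as counterscreen controls.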
# PLK1 PBD block = blocks phosphopeptide binding to human PLK1 polo-box domain | P53350 | Plk1 PBD binding of FITC phosphopeptide, fluorescence polarization | Potency, µM, for inactives: max response, negative = inhibition, actives largely listed as inhibitors | 360,000 tested, 2.8% active | AID 720504; further: potency means the concentration at half of the fitted maximal effect; series mostly up to about 57 µM; on the % scale 0 is the no-effect control and ±100 the full control effect; nearly all actives have a fitted effect of over 65% in size
# IL2 activator = IL-2 activation; IL-2 activation reporter assay, cell-based qHTS; stimulated with anti-CD3/CD4/CD28 beads; in transgenic mouse T cells; activation, % (series mostly up to about 46 µM); 360,000 tested, 0.065% active; AID 652025; in the data active means activation above about 50%; inconclusive means mostly about 30% to 49%; further: 0% is about no effect
#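 Unstimulated transgenic mouse T cells preincubated 60 min with compound, then stimulated with anti-CD3/anti-CD4-coated beads plus anti-CD28 for 18 h at 37 degrees C. IL-2 response read as EGFP and DsRed fluorescence by plate cytometry.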
# An asterisk follows results filed as active; i = inactive; ? = inconclusive; . = no result given; & = joins results of further samples; [ ] = dose if it differs, or a comment. Unless noted, the call rests on the fitted dose curve; in most records, active means well fitted curve in the direction sought with a large enough effect; inconclusive means small, poorly fitted or top-dose-only effect, or another doubt; inactive means no such curve, though single readings can be large; an effect the other way counts as inactive or inconclusive. A portion of the library; rates above refer to the full screens.
# Field names: A = PI5P4K alpha inh; B = PTHR1 ag; C = EPAC1 ag; D = HEK293 tox; E = EPAC1 antag; F = GLP-1R agonist; G = GLP-1R inv ag; H = PLK1 PBD block; I = IL2 activator
Cc1ccc(C2OCC3(CO2)COC(c2ccc(C)cc2)OC3)cc1 (stereo not given)
  A = 6 | B = i | C = 1% | D = 9% | E = 2% | F = -9% | G = 21% | H = -11% | I = -0.6

CC(C)C(=O)N1CCC1(C)C(=O)NCc1ccc(C(C)(C)C)cc1 (stereo not given)
  A = -11 | B = i | C = -7% | D = 5% | E = -3% | F = 14% | G = -8% | H = -12% | I = -0.1

COc1ccc(-n2c(Cc3cccn3C)nnc2SCC(=O)Nc2ccccc2)cc1
  A = -2 | B = -18% | C = -1% | D = 4% | E = -1% | F = 14% | G = -1% | H = ? | I = -1.2

NS(=O)(=O)c1ccc(NC(=O)Cc2cccs2)cc1
  A = -29 | B = -5% | C = 8% | D = 9% | E = -7% | F = -1% | G = 26% | H = 1% | I = 0.4

N#C/C(=C\c1cccc(O)c1)C(=O)N1CCCCC1
  A = -1 | B = -33%[inhibitor] | C = -1% | D = -2% | E = -12% | F = 0% | G = 14% | H = -8% | I = -0.6

O=C(O)C1CSC2(c3ccc4c(c3)OCCO4)CCC(=O)N12 (stereo not given)
  A = -2 | B = i | C = -1% | D = 4% | E = 12% | F = -15% | G = 15% | H = -17% | I = 0.0

COc1ccc(/C=C/C(=O)N2CCN(c3ccccn3)CC2)cc1
  A = -5 | B = -11% | C = 3% | D = 0% | E = 4% | F = 13% | G = 0% | H = -4% | I = -2.3

O=C(NNc1nc(-c2ccccc2)c2cc(Br)ccc2n1)c1ccc(S(=O)(=O)N2CCOCC2)cc1
  A = -5 | B = i | C = 22% | D = 0%[1.53 µM] | E = -4% | F = -18% | G = 5% | H = 10% | I = 0.1

O=[N+]([O-])c1ccc(Cc2nnc(-c3ccc(F)cc3)o2)cc1
  A = 6 | B = -34% | C = 5% | D = 4% | E = -14% | F = 23% | G = 15% | H = -7% | I = 1.7

CCN(CC)C(=O)c1cc2c(=O)c3cc(Cl)ccc3oc2nc1C
  A = -4 | B = i | C = 17% | D = 4%[7.66 µM] | E = -12% | F = 16% | G = 9%[7.66 µM] | H = -4% | I = 0.2

O=C(Oc1ccc(/C=N/O)cc1)c1ccccc1
  A = -3 | B = -4%[57.5 µM] | C = 14% | D = -7% | E = -16% | F = -1% | G = -4% | H = -8% | I = -0.6

O=C(CSC1=NCCN1)Nc1ccccc1[N+](=O)[O-]
  A = 2 | B = i | C = -3% | D = 7% | E = 5% | F = 3% | G = ? | H = -9% | I = 0.2

CC(=O)Nc1sc(-c2ccccc2)nc1-c1ccccc1
  A = 5 | B = i | C = -8% | D = -4% | E = 6% | F = 5% | G = -22% | H = -6% | I = -0.4

CCN(CC)c1ccc(C(=O)OCc2cc(=O)oc3cc(O)ccc23)cc1
  A = ? | B = -23% | C = 5% | D = 144%[activator] | E = -1% | F = 5% | G = ? | H = -10% | I = 2.0

Cc1cc(OCc2cc(C(=O)N(Cc3nccn3C)C(C)C)no2)cc(C)c1Cl
  A = 19 | B = i | C = 6% | D = 4% | E = -13% | F = 0% | G = ? | H = 6% | I = -1.6

CN(Cc1cccs1)C(=O)c1ccc(S(=O)(=O)NCc2ccco2)cc1
  A = -1 | B = -2% | C = 5% | D = 2% | E = -16% | F = -5% | G = 4% | H = -12% | I = 1.3

Cc1ccc(C(=O)N/N=C\C2CC=CCC2)cc1[N+](=O)[O-] (stereo not given)
  A = -7 | B = -10% | C = 3% | D = -19% | E = 15% | F = 7% | G = ? | H = -3% | I = -0.6

Cc1cc(C(=O)N/N=C/c2cccnc2)c(C)o1
  A = 1 | B = -1%[57.5 µM] | C = -10% | D = 13% | E = 4% | F = 1% | G = 27% | H = -2% | I = -0.3

O=C(Oc1ccc(C(=S)N2CCC(O)CC2)cc1)c1ccc(Cl)cc1
  A = 4 | B = -21% | C = -3% | D = -6% | E = -15% | F = 21% | G = 9% | H = -16% | I = -1.5

Cc1ccccc1NC(=O)COC(=O)CCC(=O)c1cccs1
  A = 3 | B = i | C = 9% | D = 4% | E = -16% | F = 4% | G = 24% | H = 1% | I = -0.2

Cc1cccc(NC(=S)Nc2ccc(N3CCOCC3)cc2)c1C
  A = 21 | B = i | C = -1% | D = ? | E = -6% | F = -3% | G = ? | H = -17% | I = 2.1

COc1ccc(C2CC(c3cccc([N+](=O)[O-])c3)=NN2/C(C)=C/C(C)=O)cc1 (stereo not given)
  A = 3 | B = i | C = 2% | D = 3% | E = 17% | F = 9% | G = 11% | H = 10% | I = 2.8

Cc1ccc(CNC(=O)C2CSC3(C)CCC(=O)N23)cc1 (stereo not given)
  A = -3 | B = i | C = 13% | D = -9% | E = 10% | F = 4% | G = 0% | H = -6% | I = -0.5

COCCn1nnnc1C(c1cccs1)N1CCCC(C)C1 (stereo not given)
  A = 2 | B = -24% | C = -2% | D = -9% | E = -16% | F = -6% | G = -7% | H = -9% | I = -3.6

O=C1Nc2ccccc2C1C(C[N+](=O)[O-])c1ccccc1 (stereo not given)
  A = 4 | B = i | C = -13% | D = 12% | E = ? | F = 0% | G = 15% | H = -4% | I = 1.1

Cc1cccc(C)c1NC(=O)CN1C(=O)CCSc2ccc(S(=O)(=O)N3CCCC3)cc21
  A = -6 | B = i | C = -3% | D = 2%&2% | E = 5% | F = 2% | G = 1%&1% | H = -1% | I = -3.4

COc1ccc(-n2nnnc2C(c2ccnc3ccccc23)N2CCN(C/C=C/c3ccccc3)CC2)cc1 (stereo not given)
  A = 0 | B = -13% | C = 15% | D = -4% | E = -7% | F = 5% | G = ? | H = -10% | I = -0.8

O=C(c1ccc2c(c1)OCO2)N1CCN(c2ccc(F)cc2)CC1
  A = -1 | B = -23% | C = -1% | D = -17% | E = -6% | F = -2% | G = 15% | H = -14% | I = -0.3

O=C(COC(=O)Cn1cc(C(F)(F)F)ccc1=O)NCc1ccccc1
  A = 0 | B = -16% | C = 7% | D = 13% | E = 15% | F = -1% | G = 37%[activator] | H = -8% | I = -2.0

CCn1nc(C(=O)OCC(=O)Nc2ncc(Cl)c(C)c2Cl)c2ccccc2c1=O
  A = ? | B = i | C = 7% | D = 8% | E = -8% | F = 0% | G = 16% | H = -15% | I = 2.3

# Ordered by the number under EPAC1 ag (largest number first): 3 from the list above
smiles	PI5P4K alpha inh	PTHR1 ag	EPAC1 ag	EPAC1 antag	GLP-1R agonist	PLK1 PBD block	IL2 activator
Cc1ccc(CNC(=O)C2CSC3(C)CCC(=O)N23)cc1 (stereo not given)	-3	i	13%	10%	4%	-6%	-0.5
CCn1nc(C(=O)OCC(=O)Nc2ncc(Cl)c(C)c2Cl)c2ccccc2c1=O	?	i	7%	-8%	0%	-15%	2.3
Cc1cccc(C)c1NC(=O)CN1C(=O)CCSc2ccc(S(=O)(=O)N3CCCC3)cc21	-6	i	-3%	5%	2%	-1%	-3.4

# The results go on:
# Field names: A = PI5P4K alpha inh; B = PTHR1 ag; C = EPAC1 ag; D = HEK293 tox; E = EPAC1 antag; F = GLP-1R agonist; G = GLP-1R inv ag; H = PLK1 PBD block; I = IL2 activator
Cn1cnnc1SCC(=O)Nc1ccc(OCc2ccccc2)cc1
  A = -4 | B = i | C = -4% | D = -2% | E = -7% | F = 8% | G = 9% | H = -2% | I = -2.8

Cc1ccc(S(=O)(=O)N2CCCC(C(=O)O)C2)s1 (stereo not given)
  A = 1 | B = 28% | C = -10% | D = 1% | E = -15% | F = -2% | G = 6% | H = 30µM* | I = -1.4

COc1ccc2nc(N)sc2c1
  A = . | B = i | C = -13% | D = -1% | E = 10% | F = 3% | G = 61%[activator] | H = -1% | I = -1.5

CSc1ccc(/C=C/C(=O)c2ccc(O)cc2)cc1
  A = -23 | B = -72%[inhibitor] | C = 13% | D = -1% | E = ? | F = 4% | G = ? | H = -20% | I = -4.9

CCc1ccccc1OCC(=O)Nc1nc(-c2cccnc2)cs1
  A = -1 | B = -14% | C = 2% | D = ? | E = 0% | F = 7% | G = ? | H = -6% | I = 1.2

Cc1ccc(S(=O)(=O)N2CCOCC2)cc1C(=O)OCc1nnc(-c2ccccc2)o1
  A = -10 | B = -19% | C = 10% | D = -7% | E = -3% | F = 22% | G = -20% | H = -6% | I = -3.5

COc1ccc(NS(=O)(=O)c2cc3c4c(c2)CCN4C(=O)CC3)cc1OC
  A = -1 | B = i | C = 2% | D = 9% | E = 0% | F = 0% | G = 11% | H = -4% | I = -1.1

CNC(=O)N1c2ccccc2CCc2ccccc21
  A = 8 | B = -9% | C = -1% | D = 6% | E = -15% | F = 3% | G = 0% | H = -4% | I = 0.7

C=CCn1c(COc2ccc(F)cc2)nnc1SCC(=O)NC1CCCC1
  A = 4 | B = -7% | C = 7% | D = -9% | E = 5% | F = -1% | G = -18% | H = -5% | I = -1.9

CCc1nnc(NC(=O)Nc2ccccc2OC)s1
  A = -10 | B = -31% | C = -2% | D = 0% | E = -3% | F = 5% | G = 32% | H = -6% | I = -3.0

# Reformatted with tabs: part of the list above
smiles	PI5P4K alpha inh	PTHR1 ag	EPAC1 ag	HEK293 tox	EPAC1 antag	GLP-1R agonist	GLP-1R inv ag	PLK1 PBD block	IL2 activator
O=C(NNc1nc(-c2ccccc2)c2cc(Br)ccc2n1)c1ccc(S(=O)(=O)N2CCOCC2)cc1	-5	i	22%	0%[1.53 µM]	-4%	-18%	5%	10%	0.1
Cc1ccc(C2OCC3(CO2)COC(c2ccc(C)cc2)OC3)cc1 (stereo not given)	6	i	1%	9%	2%	-9%	21%	-11%	-0.6
Cc1ccc(S(=O)(=O)N2CCCC(C(=O)O)C2)s1 (stereo not given)	1	28%	-10%	1%	-15%	-2%	6%	30µM*	-1.4
CCn1nc(C(=O)OCC(=O)Nc2ncc(Cl)c(C)c2Cl)c2ccccc2c1=O	?	i	7%	8%	-8%	0%	16%	-15%	2.3

# Assay outcomes deposited in PubChem by National Center for Advancing Translational Sciences (NCATS).
